p-CIP stab down – lowers stability of the mouse p/CIP coactivator protein. Q05BA5. F442A p/CIP-EGFP cells, EGFP fluorescence, 16 h. decrease of EGFP signal, % at 10 µM. 290,000 compounds, 0.01% hits. AID 1984;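 active means EGFP signal decrease of at least 30% at 10 µM or well 3 SD below plate mean, unless failing retest; inactive means the rest, including hits failing retest or dose response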; further: some compounds called inactive have numbers as strong as hits; many of its hits are not listed in these tables
CRFBP-R2 agonist – agonists of human CRF-binding protein/CRF-R2 receptor complex | HEK293 CRF-R2/CRF-BP, calcium dye fluorescence (FLIPR); percent of saturating CRF peptide response | activation, % at 13.2 µM | 350,000 compounds, 0.46% hits;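 active means activation of at least 50%, plus an integration ratio under a set limit after plate pattern correction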;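 further: plate controls were neutral control wells without compound for no effect and CRF at EC100 for full effect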
CRFBP-R2 block – antagonists of CRF-binding protein/CRF-R2 receptor complex. HEK293 CRF-R2/CRF-BP, CRF-induced calcium fluorescence. inhibition, % at 11.8 µM. 350,000 compounds, 0.59% hits;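 active means inhibition of the ligand-induced calcium signal above about 50% at the single tested concentration, limit read from the data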
MEKK3 PB1 HTS – modulators (inhibitors or enhancers) of MEK5 binding to human MEKK3 PB1 domain; Q99759; bead-based flow cytometry, Alexa488-MEK5 binding to MEKK3; actives lie on both sides; 0 = blocked by unlabeled MEK5, 100 = vehicle; binding response (% of control), % at 10 µM; 290,000 compounds, 1.4% hits;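 active means binding response more than 3 SD above or below the average of its plate-row segment, actives on both sides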;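 further: Alexa488 bead fluorescence after subtracting the streptavidin-only scavenger bead signal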
IDE cell inh – inhibits human insulin-degrading enzyme in HEK cells; P14735; FAbetaB cleavage, fluorescence polarization; inhibition, % at 5.59 µM; 320,000 compounds, 0.41% hits;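 active means percent inhibition above the average of all tested compounds plus 3 SD, set per screening campaign, cut at about 16% in these data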;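 further: IDE supplied by intact live HEK cells; FP after avidin binding of uncleaved biotin substrate so inhibition keeps polarization high; 0% = DMSO wells and 100% = 60 µM reference IDE inhibitor Ii1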
Target sequence (P14735 whole entry, looked up): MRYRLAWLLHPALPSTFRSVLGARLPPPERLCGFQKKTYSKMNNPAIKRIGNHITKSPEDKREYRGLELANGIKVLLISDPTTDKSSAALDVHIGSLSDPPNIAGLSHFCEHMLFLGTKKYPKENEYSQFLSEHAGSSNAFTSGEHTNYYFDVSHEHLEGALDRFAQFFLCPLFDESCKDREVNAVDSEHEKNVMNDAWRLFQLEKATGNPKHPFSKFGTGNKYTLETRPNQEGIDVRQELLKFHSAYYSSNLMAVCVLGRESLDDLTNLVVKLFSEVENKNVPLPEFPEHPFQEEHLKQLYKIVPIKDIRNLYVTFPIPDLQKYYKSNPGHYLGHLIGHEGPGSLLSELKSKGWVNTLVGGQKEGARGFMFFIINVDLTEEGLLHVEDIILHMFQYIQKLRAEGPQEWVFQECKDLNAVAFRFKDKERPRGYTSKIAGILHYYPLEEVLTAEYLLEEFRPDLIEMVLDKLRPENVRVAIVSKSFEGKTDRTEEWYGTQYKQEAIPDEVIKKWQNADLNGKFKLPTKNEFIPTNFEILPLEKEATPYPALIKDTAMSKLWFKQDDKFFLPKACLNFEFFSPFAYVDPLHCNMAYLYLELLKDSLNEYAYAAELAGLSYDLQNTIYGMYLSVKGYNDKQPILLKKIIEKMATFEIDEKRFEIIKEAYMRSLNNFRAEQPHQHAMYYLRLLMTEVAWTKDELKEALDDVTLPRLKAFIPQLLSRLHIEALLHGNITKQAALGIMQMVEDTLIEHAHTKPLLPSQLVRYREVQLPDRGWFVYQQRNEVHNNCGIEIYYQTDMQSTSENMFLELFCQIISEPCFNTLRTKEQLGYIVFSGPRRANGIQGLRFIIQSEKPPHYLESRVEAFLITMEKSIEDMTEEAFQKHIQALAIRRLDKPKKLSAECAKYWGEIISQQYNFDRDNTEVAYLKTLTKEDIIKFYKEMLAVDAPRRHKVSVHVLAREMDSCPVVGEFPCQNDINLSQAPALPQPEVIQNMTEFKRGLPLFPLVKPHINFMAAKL
GalR3 antagonist – blocks the human galanin receptor 3; O60755; HEK293 GalR3-CNG cAMP membrane potential fluorescence; galR3 body fused to GalR1 C-terminus; inhibition, % at 3 µM; 360,000 compounds, 0.44% hits; AID 651719;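 active means inhibition above the screen-wide average plus 3 SD, cut at about 13% in these data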;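 further: forskolin and galanin both at EC90 stimulate the cells; cAMP rise reported by CNG channel membrane potential dye signal; 0% = forskolin plus galanin with DMSO and 100% = forskolin alone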
IDE cell activ – boosts human insulin-degrading enzyme activity in HEK cells. P14735. FAbeta-B cleavage, fluorescence polarization; 0% vehicle, 100% cell-free pure enzyme wells. activation, % at 5.96 µM. 340,000 compounds, 0.073% hits. AID 493087;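 active means activation above the mean of all tested compounds plus 3 SD, set per screening campaign, cut at about 17% in these data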
M4 PAM – potentiates acetylcholine response at human M4 receptor. activation, % at 3 µM. CHO-K1 hM4/Gqi5, Fluo-8 calcium fluorescence, ACh EC20; 0% = ACh EC20, 100% = maximal ACh. P08173. 360,000 compounds, 0.4% hits;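 active means activation above its plate's cutoff, the mean activation of sample wells plus 3 SD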; further: some results filed as inactive read as strong as hits
PHOSPHO1 block – inhibitors of human PHOSPHO1 phosphatase. inhibition, % at 13.3 µM. Q8TCT1. AID 1565. 290,000 compounds, 1.1% hits. recombinant PHOSPHO1, absorbance phosphatase assay; in the data active means inhibition above about 60%
* = called active by the depositor; nt = no result given.

SMILES	p-CIP stab down	CRFBP-R2 agonist	CRFBP-R2 block	MEKK3 PB1 HTS	IDE cell inh	GalR3 antagonist	IDE cell activ	M4 PAM	PHOSPHO1 block
COC(=O)c1ccccc1NC(=S)NC(=O)COc1ccccc1Cl	4	2.0	-7	nt	6	1	1	-6	23
COc1ccc([C@H]2CC(=O)c3c(O)cc(O)cc3O2)cc1O	-10	-3.5	3	98	3	-4	4	3	25
CCN(CC)CCCC1(CN)OCCc2ccccc21 (stereo unspecified)	-6	-0.4	-2	105	2	-3	6	7	15
CNC(=S)Nc1ccc2[nH]c(=O)[nH]c2c1	-7	1.9	-26	103	1	3	0	8	38
COCCCNC(=O)CN(c1cc(C(F)(F)F)ccc1Cl)S(C)(=O)=O	-6	0.0	0	84	8	2	4	8	36
Cc1ccc(/C=C2\Oc3cc(OC(=O)N4CCOCC4)ccc3C2=O)cc1	4	-0.1	6	120	3	4	-2	10	30
CC(C)NC(=O)C1CCN(C2CCN(Cc3ccc4cccc(F)c4n3)CC2)CC1	1	0.6	-6	74	-2	5	3	0	44
Cc1ccc2c(c1)nnn2C1CCN(CC(=O)NCc2ccccc2F)CC1	0	0.9	7	88	-2	-1	-2	-5	41
CCOc1ccccc1CNC(=O)C1CCN(c2nc3ccccc3o2)CC1	-24	-2.9	-12	nt	-4	-5	-1	2	16
Cc1ccc(-n2c(-c3ccncc3)nnc2-c2cccs2)cc1	nt	0.1	11	105	2	-4	0	-4	nt
CCCc1ccc(C2=Nn3c(nnc3C(C)C)SC2)cc1	-16	-0.1	1	102	-4	nt	0	-3	-18
CC1(C)CC(NS(=O)(=O)c2cccc3ccccc23)CC(C)(C)N1	-16	10	5	108	7	-4	3	11	30
CC1CCN(C(=O)c2ccc(S(=O)(=O)N3CCCCCC3)cc2)CC1	nt	1.4	-10	nt	-2	4	0	7	nt
Cc1[nH]n(-c2ccccc2)c(=O)c1C(=O)c1ccc([N+](=O)[O-])cc1	-13	0.0	17	105	2	-3	1	4	4
CCOC(=O)CCc1c(C)c2ccc(O)cc2oc1=O	-11	-7.8	37	105	0	8	4	0	3
O=C(c1ccco1)N1CCN(/C(=N/S(=O)(=O)c2cccs2)c2ccccc2Cl)CC1	-7	1.9	2	103	0	-5	11	6	33
COc1ccc(-n2ccnc2)cc1	-14	-0.4	-4	101	2	-3	5	-10	56
Cc1cccc(-c2cc(C(=O)N3CCCc4ccccc43)c3ccccc3n2)c1	-16	5.1	2	102	1	0	1	-5	-52
Cc1ccc(NC(=O)C(c2ccc(Cl)cc2)N2CCOCC2)cc1 (stereo unspecified)	7	-3.1	25	76	-3	-4	8	-2	-2
COc1ccc(C2C(C(C)=O)=C(O)C(=O)N2c2ccc(F)cc2)cc1 (stereo unspecified)	-4	4.7	-5	106	-2	-6	3	3	nt
COC(c1ccccc1)c1nnc(CCC(=O)N2CCN(CCOc3ccccc3)CC2)o1 (stereo unspecified)	-4	-0.3	4	103	5	-5	-1	6	28
CCn1cc(C(=O)N2CCCC(C(=O)c3cccc(C(F)(F)F)c3)C2)cn1 (stereo unspecified)	nt	-0.1	11	nt	nt	-4	nt	-1	nt
O=C1CC[C@@H]2C[C@@]3(C[C@@H]4CCN1[C@H]24)Nc1cc([N+](=O)[O-])ccc1NC3=NCc1ccccc1	nt	11	-31	nt	nt	-3	2	11	nt
CCn1cc(C(=O)NC(C)C2CC3CCC2C3)cn1 (stereo unspecified)	0	-1.4	11	104	0	-3	3	2	2
N#C/C(=C\c1ccc(OC(=O)c2ccccn2)cc1)C(N)=O	4	-1.6	-15	92	-6	-2	-1	2	1
CC(=O)Nc1ccc(S(=O)(=O)Nc2ccc3c(c2)C(=O)OC3)cc1	-8	nt	nt	100	3	nt	nt	nt	-17
CCCOc1ccc(C2NC(=S)NC(C)=C2C(=O)c2ccccc2)cc1OC (stereo unspecified)	-12	-1.3	13	98	1	-6	5	14	-31
CCOC(=O)Cc1csc(NC(=O)COC(=O)/C=C/c2ccc(OC)cc2)n1	nt	2.5	12	nt	-1	-4	0	-4	nt
C/C(=N\NC(=O)CCc1ccccc1)c1ccc(Br)cc1	-2	-0.6	-32	104	-3	-5	2	-3	16
CC(=O)Nc1ccc(C(=O)Nc2nc(-c3cc(C)n(Cc4ccccc4)c3C)cs2)cc1	3	5.2	-14	131*	4	-1	-3	5	-15
COc1ccc(C(C)NC(=O)C2CCCC2)cc1OC (stereo unspecified)	-12	0.5	4	100	-2	-2	7	-1	nt
Cc1nc(N2CCC(C)CC2)c2c(C)c(C(=O)O)sc2n1	0	2.3	-8	105	-4	-3	4	0	20
Cc1cc(C)n2nc(SCC(=O)N(C)Cc3ccccc3)nc2n1	-4	1.5	9	107	8	-1	-2	10	17
CC(C)Cn1c(N)c(C(=O)CSc2ncccn2)c(=O)n(C)c1=O	nt	-0.1	-5	nt	3	3	-3	-6	nt
O=C(NCCCn1ccnc1)C1CC2CCC1C2 (stereo unspecified)	4	-0.6	-4	104	2	-2	-1	-2	11
CC1CN(S(=O)(=O)c2ccc(C(=O)NCCCn3ccnc3)cc2)CC(C)O1 (stereo unspecified)	-2	1.4	-19	99	-6	-5	6	1	-3
CC1CCCCC1NC(=O)CN1CCC(NC(=O)c2cccc(F)c2)CC1 (stereo unspecified)	1	-1.1	-2	101	9	-6	0	-3	18
Cn1c(Cc2csc(N)n2)nnc1SCC(=O)NCc1ccccc1	-15	1.7	-3	103	2	-1	-3	1	3
Cc1ccc(S(=O)(=O)n2nccc2-c2c(-c3ccc(Cl)cc3)noc2C)cc1	-12	6.2	-15	94	5	-2	nt	-4	41
CCOC(=O)Cn1c(=O)c2c(nc3n2CCCCN3c2ccc(OCC)cc2)n(C)c1=O	nt	-0.2	-16	nt	-1	-2	5	8	nt
CC(=O)c1ccc(N=C2NC(=O)C(CO)(CO)S2)cc1	-7	-4.5	22	106	-10	-8	2	-2	24
O=C(CN1CCSCC1)N/N=C/c1ccc(Cl)cc1	1	nt	nt	93	-6	-6	nt	nt	48
COc1ccc2c(=O)c3c(=O)n(-c4ccc(C)cc4)c(-c4ccccc4)nc3oc2c1	-7	nt	nt	99	0	nt	nt	nt	-1
CCCOC(=O)C(C)n1cnc2sc(C)c(C)c2c1=O (stereo unspecified)	-9	-2.0	6	nt	4	-6	0	1	-14
O=C(NCc1ccco1)C1(c2ccc(Br)cc2)CCCC1	5	-1.2	40	101	1	-7	4	6	4
O=C(OCC(=O)N1CCOCC1)c1ccc(F)cc1Cl	-13	-1.2	0	94	0	-8	5	4	6
O=C(O)Cn1c(=O)c(F)cn(C2CCCO2)c1=O (stereo unspecified)	12	-1.0	19	104	-4	-7	-5	9	40
O=[N+]([O-])c1ccc(N2CCN(c3ccccc3F)CC2)c(S(=O)(=O)N2CCOCC2)c1	-12	0.5	-32	99	1	2	5	4	-2
COc1ccc(C(C(=O)NC2CCCC2)N(CCO)C(=O)Cn2nnc(-c3ccc(C)o3)n2)cc1 (stereo unspecified)	-6	0.2	1	103	2	-9	4	0	28
COC(=O)C1=C(C)NC(C)=C(C(=O)OC)C1c1ccc(C)o1	5	-0.1	14	104	5	-2	nt	4	11
Cc1c(Cl)cccc1-c1ccc(CNCc2ccccn2)o1	-2	0.4	-12	102	-5	-8	-1	-4	20
C[C@H](CO)N1C[C@H](C)[C@H](CN(C)C(=O)c2ccccc2)OCc2ccccc2-c2c(n(C)c3ccccc23)C1=O	nt	13	-20	nt	nt	-9	nt	5	nt
CCOC(=O)Cc1csc(NS(=O)(=O)c2ccc(OC)cc2)n1	-12	-0.7	-3	92	4	-5	3	-1	10
COc1cccc(/C=N/NC(=O)c2ccoc2C)c1	-6	-2.2	0	74	-1	-4	3	-2	13
O=C(O)CC/C(=N\Nc1ccc(S(=O)(=O)N2CCOCC2)cc1[N+](=O)[O-])c1cccs1	-9	0.2	8	94	6	-5	7	7	34
NC(=O)/C=C\c1cn(-c2ccccc2)nc1-c1ccc2c(c1)OCCO2	-2	-3.2	-47	126	-6	-9	5	1	-5
CC(C)(C)c1cc(=O)[nH]c(SCc2ccccc2)n1	5	-2.4	-29	106	7	-2	7	6	16
COc1cccc(CNC(=O)C2CSC3(C)CCC(=O)N23)c1 (stereo unspecified)	nt	4.5	1	nt	6	0	0	14	nt
CCCn1c(SCC(=O)c2[nH]c(C)c(C(C)=O)c2C)n[nH]c1=O	-13	-1.8	10	98	-1	-7	6	-5	51
O=C(c1ccc(Cl)cc1)N1CCN(CCOc2ccccc2)CC1	-5	2.1	2	101	4	-5	6	2	14
The list goes on:
SMILES	p-CIP stab down	CRFBP-R2 agonist	CRFBP-R2 block	MEKK3 PB1 HTS	IDE cell inh	GalR3 antagonist	IDE cell activ	M4 PAM	PHOSPHO1 block
COc1ccc(C2C(C(=O)N3CCN(c4ccccn4)CC3)CCC(=O)N2c2cc(OC)c(OC)c(OC)c2)cc1 (stereo unspecified)	0	-2.5	-4	101	-1	-1	3	1	-36
ClCCCc1cn(C[C@H]2CC[C@@H]([C@@H]3CC[C@H](Cn4cc(CCCCl)nn4)O3)O2)nn1	2	0.3	0	99	0	-5	4	20	-2
COc1ccccc1Cc1nc(-c2ccc(C)cc2)no1	4	4.3	2	101	3	-2	2	4	10
COc1ccc(/C=C/c2cc(C(=O)O)c3ccccc3n2)cc1	-4	2.6	11	84	10	0	1	-3	42
O=C(Cn1cnc2c(oc3ccccc32)c1=O)c1ccccc1	-4	1.2	-13	96	-1	-2	0	12	6
CCOC(=O)c1cc(-c2ccco2)nc2c1c(C)nn2CCC#N	-4	-2.9	17	108	2	-3	4	3	-24
O=C(Cc1cccc(NC(=O)C2CCCN(C(=O)c3ccccc3)C2)c1)Nc1cccc(C(=O)N2CCCCC2)c1 (stereo unspecified)	nt	1.6	-1	nt	nt	-3	0	-1	nt
CC(C)C(NC(=O)c1cccnc1)C(=O)O (stereo unspecified)	0	5.0	-3	108	-3	0	2	13	20
Cc1nc2ccccc2n1CC(O)COc1ccc(Br)cc1 (stereo unspecified)	-5	1.8	0	104	4	-7	-1	-7	9
CCN(CC)C(=S)SCC(=O)c1c(C)[nH]c2ccccc12	-17	1.7	-48	96	1	1	-4	-6	-3
CCOc1ccc(-n2c(=O)c3c(C)c(C)sc3n(CC(=O)NCc3ccco3)c2=O)cc1	-19	1.2	-5	100	9	nt	3	3	-10
CCC(C)NC(=O)C1CCC(CNS(=O)(=O)c2ccc3c(c2)N(C(C)=O)CCO3)CC1 (stereo unspecified)	-6	0.7	-6	101	3	-5	3	0	38
CCn1cc(C(=O)NCCc2ccc(Cl)cc2)c(=O)c2ccc(C)nc21	2	0.3	-1	95	nt	-8	-1	-8	23
CCC(=O)Nc1ccc2nc(C)n(CC(=O)Nc3ccccc3)c(=O)c2c1	-21	-1.3	1	88	9	0	-2	3	8

5 consecutive compounds already listed, quoted:
SMILES	p-CIP stab down	CRFBP-R2 agonist	CRFBP-R2 block	MEKK3 PB1 HTS	IDE cell inh	GalR3 antagonist	IDE cell activ	M4 PAM	PHOSPHO1 block
COc1ccc(C2C(C(=O)N3CCN(c4ccccn4)CC3)CCC(=O)N2c2cc(OC)c(OC)c(OC)c2)cc1 (stereo unspecified)	0	-2.5	-4	101	-1	-1	3	1	-36
ClCCCc1cn(C[C@H]2CC[C@@H]([C@@H]3CC[C@H](Cn4cc(CCCCl)nn4)O3)O2)nn1	2	0.3	0	99	0	-5	4	20	-2
COc1ccccc1Cc1nc(-c2ccc(C)cc2)no1	4	4.3	2	101	3	-2	2	4	10
COc1ccc(/C=C/c2cc(C(=O)O)c3ccccc3n2)cc1	-4	2.6	11	84	10	0	1	-3	42
O=C(Cn1cnc2c(oc3ccccc32)c1=O)c1ccccc1	-4	1.2	-13	96	-1	-2	0	12	6

Bioassay records (PubChem BioAssay)
